# GPR151 ag = activates the human receptor GPR151; PathHunter beta-arrestin GPR151 cells, luminescence; activation, % at 11.2 µM; 650,000 compounds, 1% hits; AID 1508602; in the data active = activation above about 4.9%;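 also: 0% = median of compound wells and 100% = cells with positive control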
# Target sequence (Q8TDV0 whole entry, looked up): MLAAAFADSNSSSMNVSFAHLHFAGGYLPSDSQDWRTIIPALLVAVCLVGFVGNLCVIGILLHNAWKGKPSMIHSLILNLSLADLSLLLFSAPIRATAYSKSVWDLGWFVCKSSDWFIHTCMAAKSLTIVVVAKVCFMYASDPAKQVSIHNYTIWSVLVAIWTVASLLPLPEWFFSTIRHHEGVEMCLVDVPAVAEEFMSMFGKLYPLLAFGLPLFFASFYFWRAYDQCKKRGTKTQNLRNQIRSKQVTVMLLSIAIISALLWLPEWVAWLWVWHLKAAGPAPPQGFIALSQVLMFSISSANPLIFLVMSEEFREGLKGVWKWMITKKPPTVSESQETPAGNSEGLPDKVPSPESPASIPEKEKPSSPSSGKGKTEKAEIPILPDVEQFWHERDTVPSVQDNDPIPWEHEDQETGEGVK
# MITF primary = inhibitors of human MITF. 650,000 compounds, 0.91% hits. inhibition, % at 2.6 µM. AlphaScreen MITF homodimerization, bead proximity signal. AID 1259374; in the data active = inhibition above about 50%;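 also: 0% = vehicle wells with protein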
# Target sequence (O75030 whole entry, looked up): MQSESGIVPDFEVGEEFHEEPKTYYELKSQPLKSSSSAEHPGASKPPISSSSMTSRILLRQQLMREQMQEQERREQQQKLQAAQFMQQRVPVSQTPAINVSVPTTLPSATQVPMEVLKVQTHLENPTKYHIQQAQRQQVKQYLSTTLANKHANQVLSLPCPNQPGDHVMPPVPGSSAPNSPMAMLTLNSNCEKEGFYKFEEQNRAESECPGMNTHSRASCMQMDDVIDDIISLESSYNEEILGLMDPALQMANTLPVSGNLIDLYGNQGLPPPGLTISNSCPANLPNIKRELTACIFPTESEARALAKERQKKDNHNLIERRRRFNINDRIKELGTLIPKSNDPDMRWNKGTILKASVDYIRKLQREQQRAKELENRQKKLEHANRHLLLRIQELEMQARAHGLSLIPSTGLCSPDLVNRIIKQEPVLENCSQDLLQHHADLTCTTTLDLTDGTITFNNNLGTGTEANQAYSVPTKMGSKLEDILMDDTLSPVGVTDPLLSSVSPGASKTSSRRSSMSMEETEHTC
# FBW7 act = activators of human E3 ligase FBW7; Q969H0; AlphaScreen FBW7–phospho-cyclin E peptide binding, activator screen; normalized activity (activation), % at 26.1 µM; 650,000 compounds, 0.13% hits; in the data active = normalized activity above about 1.9%;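 also: purified mutant Fbw7 with reduced substrate affinity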
# TEAD-YAP inh = TEAD-YAP interaction inhibition; HEK-TIYL cells, TEAD-Gal4/YAP UAS-luciferase luminescence; inhibition, % at 9.12 µM; 640,000 compounds, 1.4% hits; in the data active = inhibition above about 32%;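 also: 0% = median of test compound wells and 100% = reference inhibitor wells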
# Active calls of the source: *; · = not tested or not shown.
SMILES,GPR151 ag,MITF primary,FBW7 act,TEAD-YAP inh
COc1ccc(N(C)C2=NS(=O)(=O)c3ccccc32)cc1,0.4,4.0,0.1,45.4*
O=C(CCC1CCCCC1)NCCn1ncc2c(N3CCN(c4ccc(F)cc4)CC3)ncnc21,-0.6,-10.4,-0.1,-5.0
CC1(C)Oc2ccc(C(=O)Nc3ccccc3)cc2N(CC(=O)Nc2ccccc2F)C1=O,-1.2,5.5,0.0,13.8
OC[C@@H]1CCCN1c1ccnc2c(-c3ccc(O)cc3)cnn12,-0.5,-10.7,-0.8,94.8*
CCOc1ccc(NC(=O)CCCC(=O)OCC(=O)c2ccc(OC)cc2)cc1,-1.8,6.4,0.1,2.5
COCCNC(=O)COc1c(C)cc(Br)cc1C,2.8,0.5,-0.2,7.6
O=C(Nc1cc(Cl)cc(C(=O)c2ccccc2)c1Cl)c1cc(Br)cc(Br)c1O,1.9,9.2,-0.1,6.0
COc1cccc(-c2nnc(SCC(=O)Nc3cccc(C(F)(F)F)c3)o2)c1,-2.1,5.2,0.1,-10.6
Cc1cc(NS(=O)(=O)c2ccc(NC(=O)CCC(=O)O)cc2)no1,-0.2,13.0,0.1,2.1
Cc1c(Cl)ccc2c(C(=O)NC(C)c3ccncc3)cc(-c3ccncc3)nc12 (configuration not stated),-0.4,-15.6,-0.2,-7.3
Cc1cc(NC(=O)CCCC(=O)NCc2cccs2)no1,-0.4,20.4,0.0,1.6
CCNc1nc(OCC)nc(N2CCC(Cc3ccccc3)CC2)n1,0.0,0.2,-0.1,-3.6
CCOc1ccc(OCC)c(NC(=O)CN2CCN(c3ccccc3F)CC2)c1,-0.7,21.5,0.6,0.5
CCCCSc1n[nH]c(=O)[nH]c1=O,1.2,1.4,0.0,-3.8
Cc1ccc(-c2cc(C(F)(F)F)n3nc(C(=O)Nc4ccc(F)cc4F)cc3n2)cc1,-0.6,14.5,0.1,6.2
Cc1ccc(C(=O)C[n+]2cc(-c3ccccc3)n3c2CCCCC3)cc1,0.3,-3.1,-0.2,38.8*
CCCN(CCC)C1=C(C(=O)c2ccccc2)N(CC(=O)c2ccccc2)S(=O)(=O)c2ccccc21,-2.0,-6.1,-0.2,-6.7
COc1ccc(C2C(C(=O)OCc3ccccc3)=C(C)Nc3ncnn32)cc1OC (configuration not stated),-0.5,15.3,-0.1,6.2
COc1ccc(CSCC(=O)N/N=C/c2ccco2)cc1,0.3,8.8,0.0,5.9
Cc1ccc2nc(N3CCCCC3)c(/C=C3\SC(=S)N(C(C)C)C3=O)c(=O)n2c1,0.6,23.7,0.0,-2.0

# In another format: results already given.
> CCOc1ccc(OCC)c(NC(=O)CN2CCN(c3ccccc3F)CC2)c1
  GPR151 ag = -0.7	MITF primary = 21.5	FBW7 act = 0.6	TEAD-YAP inh = 0.5

> OC[C@@H]1CCCN1c1ccnc2c(-c3ccc(O)cc3)cnn12
  GPR151 ag = -0.5	MITF primary = -10.7	FBW7 act = -0.8	TEAD-YAP inh = 94.8*

> COc1ccc(C2C(C(=O)OCc3ccccc3)=C(C)Nc3ncnn32)cc1OC (configuration not stated)
  GPR151 ag = -0.5	MITF primary = 15.3	FBW7 act = -0.1	TEAD-YAP inh = 6.2

# (list continues)
SMILES,GPR151 ag,MITF primary,FBW7 act,TEAD-YAP inh
CN(c1ccccc1)S(=O)(=O)c1ccc(C(=O)Nc2nnc(C3=COCCO3)o2)cc1,1.7,9.9,0.3,12.3
COc1ccc(N2C(=O)CC(Sc3nc4c(cc3C#N)CCCC4)C2=O)cc1 (configuration not stated),3.7,-1.5,0.5,1.3
Cc1ccc(CNC(=O)/C=C/c2ccccc2)cc1,-0.5,-1.1,0.0,-6.9
Cc1c(-n2cc(C(=O)c3cc(F)ccc3O)cc(C#N)c2=O)c(=O)n(-c2ccccc2)n1C,-1.9,10.0,0.5,3.7
COc1ccc(NC(NC(=O)C(C)C)C(Cl)(Cl)Cl)cc1 (configuration not stated),0.2,-0.2,0.1,-5.2
CCCCNCc1cc(OC)c(OC)cc1Cl,-0.3,-8.0,-0.3,4.7
CCOC(=O)CNC(=O)c1ccc(C#CC2(O)CCCCC2)cc1,4.0,14.9,0.1,-20.1
CCc1ccc(N(CC(=O)NC2CCCCCC2)S(C)(=O)=O)cc1,1.2,10.5,0.0,-21.9
c1ccc(CSc2nnc(Nc3ccccc3)s2)cc1,0.2,1.9,0.0,-63.0
Cc1ccc(NC(=O)CC2OCCN(Cc3ccccc3)C2=O)cc1 (configuration not stated),0.7,3.2,0.0,1.0
COC(=O)C1CCN(C(=O)CSc2nc3nc(C)cc(C)n3n2)CC1,-1.4,6.6,0.1,0.5
Oc1ccccc1C1=Nc2ccccc2N=C(c2cccc(F)c2)C1,0.9,1.5,0.1,-61.4
CSc1ccc(CCNCc2ccc(C(=O)O)s2)cc1,-1.2,4.2,0.0,-4.5
CCOC(=O)c1c(NC(=S)N2CCOCC2)sc2c1CCN(C(=O)OCC)C2,-0.1,0.5,0.0,1.6
COc1cc(SC)ccc1C(=O)Nc1nncs1,-0.7,-1.5,0.0,-55.1
O=C(CSc1ncnc2nc[nH]c12)c1ccc([N+](=O)[O-])cc1,2.0,0.5,-0.3,17.9
CSC1=NCCN1C(=O)c1ccc(S(=O)(=O)N(C)C)cc1,-0.7,1.9,-0.3,0.8
O=C1c2ccccc2C(=O)N1CCCI,0.1,-20.5,-0.1,-6.0
CCN(C(=O)CCc1nc(-c2ccc(C)cc2)no1)c1ccccc1F,-0.7,20.0,0.9,15.2
CC(=O)Nc1ccc(N2C(=O)CC(c3ccccc3)CC2=O)cc1,0.4,2.6,0.0,-6.2

# Copied from the list.
# For MITF primary, CCOC(=O)CNC(=O)c1ccc(C#CC2(O)CCCCC2)cc1 reads 14.9
# For TEAD-YAP inh, Cc1c(-n2cc(C(=O)c3cc(F)ccc3O)cc(C#N)c2=O)c(=O)n(-c2ccccc2)n1C reads 3.7
# For GPR151 ag, Cc1ccc(CNC(=O)/C=C/c2ccccc2)cc1 reads -0.5
# For TEAD-YAP inh, COC(=O)C1CCN(C(=O)CSc2nc3nc(C)cc(C)n3n2)CC1 reads 0.5

# Additional compounds:
SMILES,GPR151 ag,MITF primary,FBW7 act,TEAD-YAP inh
Cc1ccc2[nH]c3c(c2c1)CCCCC3O (configuration not stated),-1.6,2.7,0.0,-6.0
CC(=O)NC1=NC(=O)/C(=C\c2cn(Cc3ccc(F)cc3Cl)c3ccccc23)S1,-0.6,6.3,0.1,1.5
COc1ccc2c(c1)CCC2C(=O)Nc1cc(Nc2ccccc2-c2ncn[nH]2)ccn1 (configuration not stated),0.5,-1.9,-0.2,10.4
COc1ccc(/C(O)=C/c2nc3cc(C)ccc3oc2=O)cc1OC,-0.5,3.9,0.0,4.4
Brc1ccc2ncnc(NCc3cccnc3)c2c1,1.5,0.1,0.3,34.6*
C=C[C@](C)(O)CC[C@H]1C(=C)CC[C@H]2C(C)(C)CCC[C@]12C,-0.1,-18.0,0.0,4.9
Cc1ccc(CNC(=O)C2CCCc3sc(NC(=O)c4ccccc4)nc32)cc1 (configuration not stated),0.1,3.9,0.0,-17.2
CC1=NNC(=O)C1CCC(=O)N/N=C\c1ccccc1C(F)(F)F (configuration not stated),-0.4,11.1,0.7,15.7
CCOC(=O)c1c(-c2ccccc2)c[nH]c1C,2.3,7.9,0.0,-26.6
O=c1c2cc(NC(=S)NCCN3CCOCC3)ccc2nc2n1CCCCC2,0.7,-2.0,-0.1,-1.7
O=C(Nc1ccc(S(=O)(=O)Nc2ccccn2)cc1)C1COc2ccccc2O1 (configuration not stated),0.7,0.6,-0.1,-8.9
CC(C)NC(=O)c1c(O)c2c([nH]c1=O)CCCC2,0.0,-1.1,0.1,0.6
CCCCCCc1nc2ccccc2c(=O)n1NC(=O)c1c(O)c2c(n(CC(C)C)c1=O)CCCC2,-1.5,10.3,0.2,3.9
O=C(Nc1ccccc1F)c1ccccc1CCc1ccccc1,-1.2,-0.5,0.0,-11.0
CN(C)c1cccc(Nc2nc(NCCc3ccc(O)cc3)c3ncn(C4CCCCC4)c3n2)c1,-0.8,6.6,0.8,-3.7
Cc1ccc(-c2nc(CCNC(=O)c3ccc4c(c3)OCO4)cs2)cc1,-0.9,17.5,0.7,10.0
CC(=O)c1ccc(OC(=O)c2cc3ccccc3oc2=O)cc1,-2.1,4.7,0.1,3.7
CCN1C(=O)/C(=C/c2cc(C)n(-c3ccc(F)cc3)c2C)C(=O)NC1=S,-0.8,-4.9,-0.2,-6.7
N#Cc1cc(C#N)c(SCc2ccc([N+](=O)[O-])cc2)nc1N,0.1,2.2,-0.2,4.9
O=[N+]([O-])c1cccc(S(=O)(=O)Nc2cccnc2Cl)c1,-0.6,-1.3,-0.1,-10.3
CSc1cccc2sc(N3CCN(C(C)=O)CC3)nc12,3.2,10.7,0.0,-1.1
COc1ccc(Cl)cc1NC(=O)N1CCN(c2ccc3nnc(C4CC4)n3n2)CC1,-1.2,-3.1,-0.2,-1.9
Cc1cc(S(=O)(=O)NCc2ccsc2)ccc1F,2.5,3.5,0.8,-1.1
CC(=O)Nc1cc2c(cc1NC(=O)Cn1nc(-c3ccccc3)ccc1=O)OCCO2,1.7,3.0,0.1,8.0
CC(=O)OC1c2cc(C)ccc2NC(c2cccc(Br)c2)C1(C)C (configuration not stated),-0.8,-0.1,0.1,16.0
CCOc1ccc(C2(O)C[N+]3=C(SCCC3)N2Cc2ccccc2)cc1 (configuration not stated),1.3,3.1,0.0,3.2
CC(C)(C)c1ccc(C2(C)NC(=O)N(CC(=O)Nc3ccc(F)c(F)c3F)C2=O)cc1 (configuration not stated),-1.2,12.0,0.0,6.9
Cc1cccc(Cn2c(N3CCN(c4ccccc4)CC3)nc3c2c(=O)[nH]c(=O)n3C)c1,-0.7,-27.4,0.2,-13.7
Clc1ccccc1Nc1ccc2c(cnn2-c2cccc(OCCN3CCOCC3)c2)c1,0.5,10.0,-0.1,13.5
O=C(Oc1ccc2ccccc2c1)c1ccc(-c2nnc(-c3ccccc3)o2)cc1,-1.0,-4.1,-0.1,-13.8
Cc1ccc(NC(=O)c2ccc(Nc3nc(-c4ccccc4)c4cc(C)ccc4n3)cc2)c(C(=O)c2ccccc2)c1,-0.8,4.0,0.6,3.8
CCCCc1cc2ccccc2c(OCCN(C)C)n1,-1.9,-1.5,-0.1,·
CCOC(=O)CSc1nc(N)c2c3c(sc2n1)CCCC3,13.4*,-3.4,0.9,-8.0
NC(=O)c1ccccc1OCc1ccc(F)cc1Cl,0.2,9.6,0.0,-3.2
Cc1ccc(/C(O)=C2\C(=O)C(=O)NC2c2ccc(Br)cc2)cc1 (configuration not stated),0.9,3.6,0.0,5.4
CCc1ccccc1N1C(=O)CC(Sc2ccccc2C(=O)O)C1=O (configuration not stated),-0.7,4.4,-0.2,15.8
O=C(NC1CC1)c1ccc(-c2nc(NCc3ccccc3)c3[nH]cnc3n2)cc1,0.4,-1.7,0.1,-4.6
COc1nc(NCCN2CCOCC2)nc(OC)n1,-0.6,2.6,0.0,1.1
O=C(c1cc(-c2ccco2)[nH]n1)N1CCN(c2ccc(F)cc2)CC1,-0.7,12.1,0.9,-1.0
N#CC1=C(O)CCCn2c1nc1ccccc1c2=O,-3.8,-7.4,-0.1,4.0

# Full records from above.
# COc1ccc(N2C(=O)CC(Sc3nc4c(cc3C#N)CCCC4)C2=O)cc1 (configuration not stated) reads GPR151 ag: 3.7; MITF primary: -1.5; FBW7 act: 0.5; TEAD-YAP inh: 1.3
# CC(=O)OC1c2cc(C)ccc2NC(c2cccc(Br)c2)C1(C)C (configuration not stated) reads GPR151 ag: -0.8; MITF primary: -0.1; FBW7 act: 0.1; TEAD-YAP inh: 16.0
# COc1ccc(NC(NC(=O)C(C)C)C(Cl)(Cl)Cl)cc1 (configuration not stated) reads GPR151 ag: 0.2; MITF primary: -0.2; FBW7 act: 0.1; TEAD-YAP inh: -5.2

# Continued:
SMILES,GPR151 ag,MITF primary,FBW7 act,TEAD-YAP inh
Cc1cc(C(=O)OCC(=O)Nc2ccc3[nH]c(=O)[nH]c3c2)c2ccccc2n1,0.6,0.4,0.0,-1.2
COc1ccc(OCC(=O)NNc2c3ccccc3nc3ccccc23)cc1,-0.8,21.0,0.9,4.0
O=C(c1nc2sccn2c1CN1CCCCC1CCn1ccnc1)N1CCCC1 (configuration not stated),0.2,-2.7,-0.1,-1.1
CC(=O)c1cccc(NS(=O)(=O)c2ccc3c(c2)C(C)(C)C(=O)N3C)c1,-0.2,1.9,0.0,4.1
Cc1oc(C(O)C(O)C(O)CO)cc1C(=O)O (configuration not stated),-1.0,-4.7,0.0,10.7
COc1cccc(CN2CCN(C(=O)c3cncnc3)[C@@H](C)C2)c1,0.7,13.6,-0.1,0.7
O=C(NCC1CCCN1S(=O)(=O)c1ccccc1)C(=O)Nc1cccc(Cl)c1 (configuration not stated),-0.4,-5.8,-0.2,-2.3
O=S(=O)(NC1c2ccccc2-c2ccccc21)c1ccccc1,-1.6,-2.1,0.3,8.1
O=C(NCc1ccccc1)NCc1nc(-c2ccncc2)n[nH]1,1.1,5.6,0.0,2.0
COC(=O)C(NC(=O)c1cccs1)(C1=C(O)CC(C)(C)CC1=O)C(F)(F)F (configuration not stated),0.3,-12.5,-0.2,-12.4
Cc1ccc(C(=O)NNC(=O)CCC(=O)O)cc1,1.1,0.8,0.0,-8.7
Cc1c(NC(=O)COc2cccc(C(F)(F)F)c2)c(=O)n(-c2ccccc2)n1C,0.0,-11.7,0.1,-18.8
CCOc1ccc(C2CC(c3cccc(OC)c3)n3nc(N)nc3N2)cc1 (configuration not stated),-0.3,11.1,0.2,19.2
COc1ccccc1CNC(=O)C1CCCCC1C(=O)O (configuration not stated),2.0,8.3,0.0,-5.0

# Screening data (PubChem)
